Dengue-2 NS5 capping: flavivirus cap methylation enzyme inhibition – biochemical, confirmation dose response, primary screen (AID 588689) | Dengue-2 NS5 methyltransferase capping enzyme assay, biochemical; higher % means a stronger effect | one-dose inhibition, % at 25 µM; IC50 in µM for titrated hits | 340,000 compounds, 0.3% hits; in the data active = a potency from the dose series; inconclusive = inhibition above about 29% without an active follow-up result
HEK293 NOD2/NF-kB: NOD2 signaling inhibitors, cell-based, luminescence, uHTS, HEK293 (AID 1566). HEK293 NOD2/NF-kB luciferase reporter, luminescence; higher % means a stronger effect. 290,000 compounds, 0.63% hits. one-dose inhibition, % at 4 µM; EC50 in µM for titrated hits; note: many of its hits are not listed in these tables
KOR beta-arrestin-1: kappa opioid receptor activators – cell-based, luminescence, uHTS, primary screen (AID 1777); KOR beta-arrestin recruitment, luminescence; higher % means a stronger effect; activation, % at 10 µM, or EC50 in µM where a hit was titrated; 280,000 compounds, 0.02% hits; in the data active = activation above about 50%, passing the limit was not always enough; note: a part of the inactive calls stands beside numbers as strong as those of hits
HIV peptide binding: cell-free HIV fusion peptide-binding blockers – biochemical, uHTS, fluorescence dequenching, primary screen (AID 1986). cell-free peptide binding, fluorescence dequenching, 30 min; higher % means a stronger effect. one-dose inhibition, % at 20 µM; IC50 in µM for titrated hits. 290,000 compounds, 0.3% hits; in the data active = inhibition mostly above about 52%, no sharp cut-off; inactive = mostly below about 76%; note: some results filed as inactive read as strong as hits
NOD1 inhibition: inhibition of NOD1-driven NF-kB reporter – cell-based, luminescence, uHTS, primary screen (AID 1578) | 290,000 compounds, 1% hits | one-dose inhibition, % at 4 µM; EC50 in µM for titrated hits | NOD1-driven NF-kB luciferase reporter cells, luminescence; higher % means a stronger effect; in the data active = inhibition mostly above about 36%, no sharp cut-off; inactive = mostly below about 34%;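 note: HEK-293T reporter cells stimulated with the NOD1 agonist gamma-tri-DAP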
AID2073: inhibitors of Mint1-CaV2.2 protein interaction, biochemical, HTRF (AID 2073); HTRF protein-protein interaction, Mint1-CaV2.2; higher % means a stronger effect; one-dose inhibition, % at 20 µM; IC50 in µM for titrated hits; 290,000 compounds, 0.19% hits; in the data active = inhibition mostly above about 51%, no sharp cut-off; inconclusive = no clear call, values can overlap the other calls; inactive = mostly below about 53%; note: some results filed as inactive read as strong as hits
KOR beta-arrestin-2: kappa opioid receptor blockers – cell-based, luminescence, uHTS (AID 1778) | inhibition, % at 10 µM, or IC50 in µM where a hit was titrated | 290,000 compounds, 0.091% hits | KOR beta-arrestin recruitment, luminescence, antagonist mode; higher % means a stronger effect; note: strong numbers were not always called active
Yfh1-off respiration: enhancers of respiration in Yfh1-depleted yeast, dose response, Friedreich's ataxia, plus single-dose screen (AID 1465) | S. cerevisiae Yfh1-off respiration, WST-1 reduction, 72 h; higher fold induction means a stronger effect | fold induction at 50 µM; hits with a dose series show EC50 in µM | 220,000 compounds, 0.074% hits;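 active = fold induction of absorbance versus untreated yeast above a set limit, then at least 30% activation at any dose in follow-up; inconclusive = repeats straddling the limit, or above it without dose testing; inactive = fold induction below the set limit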;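 note: activators that raise dye reduction in frataxin-depleted yeast; strong numbers were not always called active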
West Nile virus CPE: inhibition of WNV-induced cytopathic effect – cell-based, CPE readout (AID 1621). 290,000 compounds, 0.02% hits. CPE inhibition, % at 10 µM, or IC50 in µM where a hit was titrated. West Nile virus-infected cells, CPE inhibition; higher % means a stronger effect; in the data active = a potency from the dose series; inconclusive = CPE inhibition mostly from about 3.7% at the one dose, without a potency; inactive = the rest, 99 in 100 with CPE inhibition below about 2.2%; note: strong numbers were not always called active
Starred values were filed as active, the others as inactive; i = inactive; u = inconclusive; x = not tested or not shown; & = joins results of further samples; [ ] = dose if it differs, or a comment. Cut-off read from the data, not from the text of the source, unless noted: active = inhibition above about 50%; inactive = the rest. This is a subset, so the mix of outcomes need not match the whole.

| No. | Molecule | Dengue-2 NS5 capping | HEK293 NOD2/NF-kB | KOR beta-arrestin-1 | HIV peptide binding | NOD1 inhibition |
| --- | --- | --- | --- | --- | --- | --- |
| 1 | C=C1c2ccc(C)cc2NC(=O)N1c1ccccc1 | x | 3% | 0.0% | 5.0% | -21% |
| 2 | O=C(Nc1nccs1)c1ccc(S(=O)(=O)NCC2CCCCC2)cc1 | -2% | 4% | 1.0% | -3.2% | 36% |
| 3 | O=S(=O)(NCc1cn2ccccc2n1)c1ccccc1F | 0% | 3% | 0.3% | -0.1% | 1% |
| 4 | CCOC(=O)N1CCC(NC(=O)C2CCN(C(=O)c3cc4oc(C)cc4n3Cc3c(F)cccc3Cl)CC2)CC1 | -15% | -10% | -4.7% | -1.0% | -11% |
| 5 | CCNC(=O)C(CC(C)C)NC(=O)C(CO)NC(=O)C1CCC(=O)N1 (configuration not stated) | -9% | 10% | 4.6% | 0.3% | 8% |
| 6 | COc1ccccc1CNC(=O)C1CCN(S(=O)(=O)c2cccc([N+](=O)[O-])c2)CC1 | -8% | 3% | -3.6% | -0.9% | -24% |
| 7 | COc1c(Br)cc2c(C)c(C(=O)O)oc2c1Br | -1% | 1% | 4.7% | 2.5% | -30% |
| 8 | CC(C)c1ccc(C(N)=S)cc1 | -2% | 7% | -6.2% | -1.0% | -18% |
| 9 | Clc1ccc2c(c1)c1cc(Cl)ccc1n2CN1CCOCC1 | -6% | 0% | -1.4% | 0.5% | 8% |
| 10 | COC(=O)c1cc(S(=O)(=O)NCc2ccc3c(c2)OCO3)cn1C | 1% | 12% | -1.7% | -0.3% | 2% |
| 11 | O=C(CCC1CCCN(C(=O)C2CCCC2)C1)NCc1ccc(F)c(F)c1 (configuration not stated) | -1% | 5% | x | -0.4% | -38% |
| 12 | Oc1ccc(-c2onc(C(F)(F)F)c2-c2cscn2)c(O)c1 | 6% | 19% | -4.5% | -1.3% | 14% |
| 13 | CCOC(=O)c1cccc(NC(=O)c2ccccc2C)c1 | 1% | -3% | 0.5% | 0.1% | -34% |
| 14 | CC(Sc1nnc(-c2ccccc2)c(-c2ccccc2)n1)C(=O)N1CCc2ccccc21 (configuration not stated) | -4% | 13% | -5.1% | 2.9% | -10% |
| 15 | O=C(Nc1cc(C(F)(F)F)ccc1N1CCCCC1)c1ccc(Br)o1 | -2% | -4% | 0.8% | 1.4% | -18% |

| No. | AID2073 | KOR beta-arrestin-2 | Yfh1-off respiration | West Nile virus CPE |
| --- | --- | --- | --- | --- |
| 1 | 4% | 8% | i | -0.1% |
| 2 | 7% | -5% | i | -0.1% |
| 3 | 17% | -14% | i | 3.2% |
| 4 | 16% | 34% | i | -0.7% |
| 5 | 12% | 15% | i | -0.1% |
| 6 | 6% | 14% | x | 0.1% |
| 7 | -3% | -9% | i | 1.1% |
| 8 | -1% | 36% | i | -0.1% |
| 9 | -20% | -37% | i | 0.6% |
| 10 | -6% | -14% | x | 0.0% |
| 11 | 7% | -15%[20 µM] | i | -1.5% |
| 12 | 4% | 24% | x | x |
| 13 | 1% | -2% | i | -0.7% |
| 14 | -14% | -17% | i | 0.2% |
| 15 | 18% | -16% | i | 1.4% |

| No. | Molecule | Dengue-2 NS5 capping | HEK293 NOD2/NF-kB | KOR beta-arrestin-1 | HIV peptide binding | NOD1 inhibition |
| --- | --- | --- | --- | --- | --- | --- |
| 16 | O=C(c1ccc(CNS(=O)(=O)c2ccccc2)cc1)N1CCN(c2ccccn2)CC1 | -11% | 21% | -5.6% | 1.5% | 6% |
| 17 | Cn1c(CC(=O)Nc2ccccc2Cl)nnc1SCC(=O)Nc1nncs1 | 1% | -1% | -0.1% | 1.2% | -30% |
| 18 | Cc1cc(C)cc(NC(=O)Cn2c(SCc3cc(C)ccc3C)nc3ccncc32)c1 | x | -19% | x | 1.2% | -29% |
| 19 | N#Cc1ccc(C(=O)Nc2nnc(-c3ccccn3)o2)cc1 | -2% | -15% | -3.5% | 6.9% | -28% |
| 20 | Cn1c(=O)[nH]c(=O)c2c1nc(N1CCCCC1)n2CC(O)CN1CCCCC1 (configuration not stated) | -10% | -11% | 13% | 0.5% | 6% |
| 21 | COc1cccc(CNc2ncn[nH]2)c1OCc1ccc(F)cc1 | -4% | -7% | x | -1.4% | -21% |
| 22 | COc1cccc(CNCc2ccc(OC)cc2OC)c1 | 3% | -2% | -1.2% | 1.4% | 3% |
| 23 | CC(C)(C)c1cccc(/C=N/O)c1O | 1% | 13% | 6.5% | 2.6% | 19% |
| 24 | COc1ccccc1NC(=O)CCc1c(C)nc2c(-c3ccc(F)cc3)c(C)nn2c1C | -8% | 9% | 3.7% | -0.9% | 1% |
| 25 | c1ccc(-c2nc(-c3ccccn3)no2)cc1 | -3% | 20% | -1.1% | 0.9% | 54%* |
| 26 | CC(C(=O)OCC(=O)c1cccc([N+](=O)[O-])c1)N1C(=O)C2C3CCC(C3)C2C1=O (configuration not stated) | 8% | 12% | 9.5% | -1.0% | -8% |
| 27 | COc1ccc(Oc2ncccc2NC(=O)c2cccc(C)c2C)cc1 | 7% | 24% | 4.2% | -0.2% | 0% |
| 28 | COC(=O)c1cc(-c2c(-c3cc(OC)c(OC)c(OC)c3)noc2C)cc([N+](=O)[O-])c1 | -3% | 4% | 2.9% | -0.6% | -6% |
| 29 | COc1ccc(/C=N/n2cncn2)cc1Cn1nc(C)c([N+](=O)[O-])c1C | -4% | 3% | 1.9% | -0.5% | -8% |
| 30 | NC(=O)c1ccc(/C=N/O)[n+](Cc2ccccc2)c1 | -12% | 13% | -2.7% | -0.5% | 1% |

| No. | AID2073 | KOR beta-arrestin-2 | Yfh1-off respiration | West Nile virus CPE |
| --- | --- | --- | --- | --- |
| 16 | 9% | 7% | x | x |
| 17 | -8% | -28% | x | 0.0% |
| 18 | -6% | x | i | -0.2% |
| 19 | 9% | -8% | i | -0.1% |
| 20 | 3% | 38% | i | -0.3% |
| 21 | 7% | -3%[20 µM] | i | -1.6% |
| 22 | 2% | -49%[20 µM] | x | -0.7% |
| 23 | -3% | 34% | i | -0.4% |
| 24 | 17% | -7% | i | 0.2% |
| 25 | 0% | 34% | i | -0.7% |
| 26 | -5% | 24% | i | -0.2% |
| 27 | -15% | 4% | i | -0.2% |
| 28 | 6% | 6%[20 µM] | x | -0.4% |
| 29 | 20% | 14% | i | 0.2% |
| 30 | -4% | 10% | x | -0.2% |

| No. | Molecule | Dengue-2 NS5 capping | HEK293 NOD2/NF-kB | KOR beta-arrestin-1 | HIV peptide binding | NOD1 inhibition |
| --- | --- | --- | --- | --- | --- | --- |
| 31 | COc1ccccc1C(=O)N/C(=C/c1ccc2c(c1)OCO2)C(=O)Nc1cccc(C(=O)O)c1 | -1% | 9% | 7.4% | 1.5% | -18% |
| 32 | Cc1cc(C)c2nc(SCC(=O)NC(=O)c3cccn3C)cc(C)c2c1 | 9% | 10% | -3.3% | 0.5% | -18% |
| 33 | O=C(NCc1ccc(Cl)cc1)C(=O)N/N=C/c1ccc(Br)cc1 | -5% | 13% | -4.6% | 0.5% | -10% |
| 34 | CC(Sc1ccc2ccccc2n1)C(=O)O (configuration not stated) | -2% | 13%&5% | -2.5%&-0.3% | 5.6%&0.4% | 4%&-9% |
| 35 | CCOC(=O)c1cnn(-c2ccccc2)c1-n1cccc1C(=O)C(=O)Nc1ccc(OC)cc1 | x | 10% | -0.6% | -1.5% | 16% |
| 36 | O=C(c1ccccc1F)N1CCN(c2ccc([N+](=O)[O-])c3ncccc23)CC1 | -1% | 20% | 7.3% | -2.3% | -10% |
| 37 | C/C(=N\NC(=O)c1nnn(-c2nonc2N)c1CN(C)c1ccccc1)c1cccnc1 | -1% | 9% | 0.1% | 0.2% | 6% |
| 38 | Cc1cccnc1NC(=O)Cn1nc(C)c([N+](=O)[O-])c1C | -2% | -4% | 1.2% | 1.7% | -9% |
| 39 | O=C(/C=C/c1ccc(Cl)cc1)Nc1ccc(N2CCOCC2)cc1 | 0% | -20% | 15% | 0.9% | -29% |
| 40 | Cc1cccc(CC(=O)N2CCN(C(=O)c3ccco3)CC2)c1 | 1% | -8% | 1.5% | 1.3% | -30% |
| 41 | COc1cc(OC)c(/C=N/NC(=O)COc2cccc3cccnc23)c(OC)c1 | 0% | -3% | -0.7% | -1.5% | -7% |
| 42 | CCCCNC(=O)N1CCN(Cc2cccc(F)c2)CC1 | -9% | 10% | -2.5% | 2.0% | -26% |
| 43 | Clc1ccc(OCCCN2CCc3ccccc3C2)c(Br)c1 | -5% | -24% | 1.9% | 0.8% | 4% |
| 44 | Cc1oc2cc3oc(=O)ccc3cc2c1C | -3% | -7% | -4.3% | -2.0% | -3% |
| 45 | Cn1c(=O)cc(SCC(=O)N2CCN(c3ccccc3)CC2)c2ccccc21 | -6% | 13% | -11% | -3.7% | -33% |

| No. | AID2073 | KOR beta-arrestin-2 | Yfh1-off respiration | West Nile virus CPE |
| --- | --- | --- | --- | --- |
| 31 | 17% | -22% | x | 0.4% |
| 32 | 15% | -74% | i | -0.6% |
| 33 | 1% | -11% | i | 0.3% |
| 34 | u | 4%&-10% | x | x |
| 35 | -5% | -3% | i | -0.2% |
| 36 | -10% | x | i | -1.0% |
| 37 | 13% | -63% | x | 0.3% |
| 38 | 2% | 0% | i | 0.1% |
| 39 | 19% | -16%[20 µM] | i | -0.9% |
| 40 | 2% | -16% | x | -0.2% |
| 41 | -15% | -2% | i | 0.1% |
| 42 | 12% | 23% | i | -0.2% |
| 43 | -2% | -41%[20 µM] | x | -0.8% |
| 44 | 19% | 26% | x | -0.9% |
| 45 | 5% | 6% | i | 0.5% |

| No. | Molecule | Dengue-2 NS5 capping | HEK293 NOD2/NF-kB | KOR beta-arrestin-1 | HIV peptide binding | NOD1 inhibition |
| --- | --- | --- | --- | --- | --- | --- |
| 46 | COc1ccc(S(=O)(=O)N2CCCCCC2)cc1NC(=O)c1c2c(nc3ccccc13)CCN(Cc1ccccc1)C2 | -3% | 5% | 1.0% | 5.0% | -3% |
| 47 | COc1ccc(CN(C)C(C)C(=O)Nc2cccc3ccccc23)cc1 (configuration not stated) | -2% | -33% | 4.4% | -0.8% | -45% |
| 48 | C/C(=N\NC(=O)c1ccc(CSc2nncn2C)cc1)c1ccc2ccccc2c1 | -5% | 17% | 0.5% | 0.4% | -16% |
| 49 | CCc1cccc(CC)c1NC(=O)c1ccccc1 | 2% | 9% | 1.0% | 0.9% | -20% |

| No. | AID2073 | KOR beta-arrestin-2 | Yfh1-off respiration | West Nile virus CPE |
| --- | --- | --- | --- | --- |
| 46 | 30% | 22% | i | -0.4% |
| 47 | u | -30% | x | -1.0% |
| 48 | 1% | 10% | i | 0.2% |
| 49 | -1% | 28% | i | 0.0% |

Source: PubChem (several laboratories)
